# KDM5B inh – Primary screen for KDM5B Histone Demethylases FDH-coupled qHTS; KDM5B demethylase, FDH-coupled NADH fluorescence (FDH is formaldehyde dehydrogenase); Potency, µM (top dose mostly 57.7 µM), inactives show at the top dose activity change, negative = inhibition, hits mostly inhibitors; Lysine-specific demethylase 5B (Homo sapiens), Q9UGL1; 220,000 tested, 2.6% active; active = well fitted inhibition curve with a large enough effect; inconclusive = small, poorly fitted or top-dose-only effect; inactive = no such curve, though single readings can be large or run the other way; note: 0% is about no effect; nearly all actives have a fitted effect of over 70% in size
# Target sequence (Q9UGL1 whole entry, looked up): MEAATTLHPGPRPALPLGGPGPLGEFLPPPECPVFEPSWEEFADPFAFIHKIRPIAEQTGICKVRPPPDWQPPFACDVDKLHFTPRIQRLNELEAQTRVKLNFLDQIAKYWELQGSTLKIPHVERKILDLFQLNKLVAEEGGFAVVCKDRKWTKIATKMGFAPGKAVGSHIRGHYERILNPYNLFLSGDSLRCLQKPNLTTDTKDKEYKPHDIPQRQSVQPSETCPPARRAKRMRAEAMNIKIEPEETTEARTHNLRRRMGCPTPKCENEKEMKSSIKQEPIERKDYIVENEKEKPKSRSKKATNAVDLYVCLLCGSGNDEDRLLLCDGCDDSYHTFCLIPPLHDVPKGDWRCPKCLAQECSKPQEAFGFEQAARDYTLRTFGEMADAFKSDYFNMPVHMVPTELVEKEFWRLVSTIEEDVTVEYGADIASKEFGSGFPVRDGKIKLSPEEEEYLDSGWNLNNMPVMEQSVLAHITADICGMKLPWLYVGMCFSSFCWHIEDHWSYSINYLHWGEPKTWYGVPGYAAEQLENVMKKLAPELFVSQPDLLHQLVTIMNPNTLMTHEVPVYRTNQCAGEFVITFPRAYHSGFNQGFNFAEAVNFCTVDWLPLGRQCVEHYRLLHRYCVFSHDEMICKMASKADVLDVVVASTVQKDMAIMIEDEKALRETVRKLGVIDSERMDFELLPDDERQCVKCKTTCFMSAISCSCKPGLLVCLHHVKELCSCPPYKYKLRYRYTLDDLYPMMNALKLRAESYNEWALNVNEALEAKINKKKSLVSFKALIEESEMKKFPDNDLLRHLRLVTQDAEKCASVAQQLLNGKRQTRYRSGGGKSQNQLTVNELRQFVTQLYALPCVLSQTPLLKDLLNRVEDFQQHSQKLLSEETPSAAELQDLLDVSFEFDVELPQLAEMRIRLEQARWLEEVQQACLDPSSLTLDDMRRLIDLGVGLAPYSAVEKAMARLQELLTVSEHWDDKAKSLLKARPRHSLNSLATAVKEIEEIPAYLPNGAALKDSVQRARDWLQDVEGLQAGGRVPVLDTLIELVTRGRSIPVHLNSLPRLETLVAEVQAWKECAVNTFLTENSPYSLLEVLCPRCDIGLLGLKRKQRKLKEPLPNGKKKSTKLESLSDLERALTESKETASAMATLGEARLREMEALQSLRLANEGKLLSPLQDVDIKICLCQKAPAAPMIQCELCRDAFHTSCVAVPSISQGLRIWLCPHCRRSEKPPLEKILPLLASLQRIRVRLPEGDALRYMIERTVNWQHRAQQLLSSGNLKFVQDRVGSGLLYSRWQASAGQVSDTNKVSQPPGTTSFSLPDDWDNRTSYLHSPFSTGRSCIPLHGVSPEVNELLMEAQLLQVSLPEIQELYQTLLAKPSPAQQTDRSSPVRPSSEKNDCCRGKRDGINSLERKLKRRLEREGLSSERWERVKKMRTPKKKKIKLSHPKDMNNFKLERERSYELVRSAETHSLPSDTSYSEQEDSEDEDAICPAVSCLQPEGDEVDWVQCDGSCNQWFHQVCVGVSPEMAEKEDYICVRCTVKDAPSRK
#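 Compound dilutions met 200 nM (final) KDM5BΔAP for 10 min at room temperature before substrate addition. The substrate mix held 12.5 µM H3K4me3 with cofactors 25 µM α-ketoglutarate and 50 µM Fe²⁺. NADH signal gain over 30 min defined activity.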
# An asterisk follows results filed as active; ? = inconclusive; & = joins results of further samples; [ ] = another dose, or the depositor's remark. Potency is the fitted concentration of half-maximal effect. Not all compounds are listed; rates above refer to the full screens.
no.	SMILES	KDM5B inh
1	CC[C@@H](C)[C@H](NC(=O)c1sc(-c2ccccc2F)nc1C)C(=O)O	?
2	CC(C)CNC(=O)C1Cn2cccc2C(=O)N1Cc1ccccc1 (stereo not given)	-5%
3	CCCc1cc(C(=O)N2CCC(n3nccc3NC(=O)c3ccccc3C)CC2)n(C)n1	-8%
4	O=C(CN1CCCCC1c1nc2ccccc2s1)NC(=O)Nc1ccc2c(c1)OCO2 (stereo not given)	-2%
5	CC1CCC/C(=C(\C#N)C(N)=S)C1 (stereo not given)	-1%
6	COc1cccc([C@H]2CN(C(=O)CCn3ccc(=O)[nH]c3=O)C[C@@H]2N)c1	-4%
7	O=C(OCc1ccccc1)N1CCOCC12CCN(Cc1ccc(F)cc1)CC2	-29%[86.2 µM]
8	O=C(C1=C(c2ccccc2)SCCO1)N(Cc1cccs1)C1CCS(=O)(=O)C1 (stereo not given)	-1%
9	CCc1ccc(N2CC(c3nc4ccccc4n3Cc3ccccc3C)CC2=O)cc1 (stereo not given)	?
10	CC(Oc1ccc2ccc(=O)oc2c1)C(=O)NC(N)=O (stereo not given)	?
11	COc1ccc(Cc2nc(P(=O)(OC)OC)c(NCc3cccnc3)o2)cc1	6%
12	COc1ccc(NC(=O)CSc2nc(-c3ccco3)cc(C(F)(F)F)n2)cc1OC	-5%
13	O=Cc1cn[nH]c1-c1cccs1	18%
14	CN(C)CCCOCC1(C)COc2ccc(C(=O)N3CCOCC3)cc2N1 (stereo not given)	-21%[86.2 µM]
15	COc1ccc(C2c3c(-c4ccccc4O)n[nH]c3C(=O)N2Cc2ccco2)cc1 (stereo not given)	0%&8%
16	COc1ccc(CNC(=O)c2cc3n(n2)CC(c2ccc(Cl)cc2)OC3)c(OC)c1 (stereo not given)	-29%
17	N#Cc1ccc(OCC(=O)Nc2cc(S(=O)(=O)N3CCOCC3)ccc2N2CCOCC2)cc1	7%
18	COc1ccc(N(C(=O)c2ccncc2)S(=O)(=O)c2ccccc2)cc1	4%
19	O=C(CN1CCN(c2ncncc2-c2nc(-c3ccccc3)no2)CC1)N1CCCCC1	-19%
20	CC(C)N(C)C(=O)c1cc(-c2cnc(C(C)(C)C)nc2)nc2cc(F)ccc12	-2%
21	COC(=O)c1ccc(C(=O)OC)c(NC(=O)c2cc3nc(-c4ccc(C)cc4)cc(C(F)(F)F)n3n2)c1	?
22	COc1ccc(-c2noc(-c3ccc(NC4CCCC4)c([N+](=O)[O-])c3)n2)cc1	-5%
23	CCc1ccccc1NC(=O)Nc1c(NC2CCCC2)c2ccccc2oc1=O	-6%
24	C=C(C)CN(CC)C(=O)c1nc(-c2cccs2)oc1C	?
25	CCc1nnc([C@@H]2CC(F)(F)CN2C(=O)c2noc(C)c2COC)o1	17%
26	COCCC(=O)N1CCC(Oc2nccnc2N2CCc3ccccc32)C1 (stereo not given)	?
27	Cc1cc(C)nc(-n2ncc3c2CC(C)CC3=O)n1 (stereo not given)	20%
28	CN(Cc1ccc(-c2ccccc2)cc1)C(=O)c1ccccc1Cl	-18%
29	COc1ccccc1Nc1ncc2c(n1)CN(C(=O)c1ccccc1)CCN2	-33%[86.2 µM]
30	COC[C@@H]1CN(C(=O)CCn2cccn2)C[C@H]1c1ccncc1	-13%
31	CCc1nnc(NC(=O)CSc2nccn2Cc2ccc(F)cc2)s1	-16%
32	CCn1nccc1C(=O)N1CCCCCC1c1nc(C2CC2)no1 (stereo not given)	6%
33	COc1cccc(Nc2ccc3nnc(-c4cc(OC)ccn4)n3n2)c1	28µM*
34	CCOc1cc(-c2ccc(C)cc2)nc2ccc(C(=O)NCCCN(CC)CC)cc12	?
35	CCN(CC)S(=O)(=O)c1ccc(NC(=O)CN(c2ccc(C)c(Cl)c2)S(C)(=O)=O)cc1	-21%
36	COc1ccc(CNC(=O)CC[C@H]2CNC(=O)[C@@H]3[C@@H](CCN3Cc3ccc(C(=O)O)cc3)N2C)cc1	?
37	Cc1nc(-c2c3n(c(=O)n(CC(=O)Nc4ccc(C)c(Cl)c4)c2=O)CCCCC3)no1	5%
38	COc1ccc(Cl)cc1C(=O)OCc1cccc(COC(=O)c2cc(Cl)ccc2OC)c1	-25%
39	Cn1nc2n(c1=O)CCN(C(=O)c1ccc(OC(F)(F)F)cc1)CC2	1%
40	O=C(N1CCOCC1)C1(c2ccc(Cl)cc2)CCOCC1	-5%[149 µM]
41	O=C(c1cccc(Cl)c1)N1CCC(n2cc(-c3nc(-c4ccccc4)no3)nn2)CC1	-2%
42	CC(=O)c1sc(NC(=O)CCS(=O)(=O)c2ccccc2)nc1C	5%
43	Cc1ccccc1N1Cc2c(NCCCc3ccccc3)ncnc2N(C)CC1=O	-21%
44	Cc1ccc(C(=O)N[C@H]2CO[C@H]3[C@@H]2OC[C@@H]3n2cc(CC3CCCCC3)nn2)cc1	-4%[86.2 µM]
45	O=C(NCc1ccccn1)c1ccc(-c2ccc(N3CCCCC3)nc2)cc1	16µM*
46	O=C(CSc1cccs1)NCC1CC1	11%
47	COc1cccc([S+](=O)([O-])N2CCc3nc(C4CC4)nc(-c4ccc(Cl)cc4)c3CC2)c1	-26%
48	Cc1cccc(/C=C/C(=O)NCCc2ccccn2)c1	19%
49	COc1ccc(CN2CCn3c(nnc3C3CCCNC3)C2)cc1 (stereo not given)	?
50	CN(Cc1cccs1)Cc1cccn1C	-21%[149 µM]

# Additional entries
no.	SMILES	KDM5B inh
51	CCOc1ccc(CCNC(=O)CSc2n[nH]c(-c3ccccc3)n2)cc1OCC	-14%
52	CCOC(=O)c1ccc(CN(Cc2ccccc2C)S(=O)(=O)c2ccc(F)c(C(=O)Nc3cccc(OC)c3)c2)cc1	?
53	COc1ccccc1C(=O)Nc1ccc(-c2nc3cc(C)ccc3o2)cc1	-54%
54	CCOc1ccc(CCN2C(=O)CCC2(C)C(=O)NCc2ccc(C)cc2)cc1 (stereo not given)	3%
55	CCn1c2ccccc2c2cc(CNCC3CCNCC3)ccc21	-20%
56	CCN1C(=O)CCc2cc(NS(=O)(=O)Cc3ccccc3)ccc21	6%
57	Cc1cc(C(=O)Nc2ccc(Br)cc2F)n(-c2ccccc2)n1	19%
58	Cn1c(=O)[nH]c(=O)c2c1nc(N1CCC(C(N)=O)CC1)n2Cc1ccccc1F	13%
59	Cc1noc(C)c1CC(=O)NCC1Cn2cccc2C(=O)N1C (stereo not given)	10%
60	CNC(=O)c1[nH]nc2c1C(c1c(C)nc3ccc(Cl)cn13)CC(=O)N2 (stereo not given)	?
61	Cn1c2ccc(F)cc2c2nnc(SCCN3CCCCC3)nc21	-25%
62	O=C(O)C(Cc1ccccc1)N1C(=O)c2c(Cl)c(Cl)c(Cl)c(Cl)c2C1=O (stereo not given)	-5%
63	COc1ccc(C(=O)N2CCC(n3cc(-c4nc(C(C)C)no4)nn3)CC2)c(OC)c1	-8%
64	CCC(=O)N1CCc2c(sc3ncnc(N4CCN(C)CC4)c23)C1	?
65	COc1ccc(-c2ccnc(N[C@H]3CO[C@H]4[C@@H]3OC[C@H]4OC(=O)Nc3cccc(C(F)(F)F)c3)n2)cc1	22µM*
66	Cn1cnc2c1c(=O)n(Cc1cccc(Br)c1)c(=O)n2C	21%
67	O=C(CNC(=O)c1ccccn1)Nc1cccc2c(=O)[nH][nH]c(=O)c12	6%
68	CCC(C)N1Cc2cc(NC(=O)Cc3cccc(OC)c3)ccc2OCC1=O (stereo not given)	10%
69	Cc1ccc(-n2c(SCc3cccc(C#N)c3)nnc2N2CCCC2)cc1	4%
70	C=CCn1ncc(CN2CCC(c3nnc(Cn4ccnc4C)n3C)CC2)c1C	28%
71	CCCCCN1CCN(c2nc3c(c(=O)[nH]c(=O)n3C)n2Cc2ccc(Cl)c(Cl)c2)CC1	-11%
72	CCc1ccc2oc(C(=O)Nc3c(C)n(C)n(-c4ccccc4)c3=O)cc(=O)c2c1	1%&-14%
73	COc1cccc(S(=O)(=O)N2CCCCC2c2n[nH]c(C)n2)c1 (stereo not given)	1%
74	COc1cc(OC)cc(C(=O)Nc2ccc3nc(Nc4cccc(C(F)(F)F)c4)cc(C)c3c2)c1	?
75	COc1cc(OC)cc(C(=O)Nc2ccccc2-c2nc3ccccc3s2)c1	9%

# Quoted at random: six records from the list, in no set order.
no.	SMILES	KDM5B inh
1	CC[C@@H](C)[C@H](NC(=O)c1sc(-c2ccccc2F)nc1C)C(=O)O	?
67	O=C(CNC(=O)c1ccccn1)Nc1cccc2c(=O)[nH][nH]c(=O)c12	6%
57	Cc1cc(C(=O)Nc2ccc(Br)cc2F)n(-c2ccccc2)n1	19%
12	COc1ccc(NC(=O)CSc2nc(-c3ccco3)cc(C(F)(F)F)n2)cc1OC	-5%
42	CC(=O)c1sc(NC(=O)CCS(=O)(=O)c2ccccc2)nc1C	5%
15	COc1ccc(C2c3c(-c4ccccc4O)n[nH]c3C(=O)N2Cc2ccco2)cc1 (stereo not given)	0%&8%

# An excerpt from above in order of SMILES length, low to high:
no.	SMILES	KDM5B inh
68	CCC(C)N1Cc2cc(NC(=O)Cc3cccc(OC)c3)ccc2OCC1=O (stereo not given)	10%
62	O=C(O)C(Cc1ccccc1)N1C(=O)c2c(Cl)c(Cl)c(Cl)c(Cl)c2C1=O (stereo not given)	-5%
71	CCCCCN1CCN(c2nc3c(c(=O)[nH]c(=O)n3C)n2Cc2ccc(Cl)c(Cl)c2)CC1	-11%

# Following part.
no.	SMILES	KDM5B inh
76	CC(=O)N1CCOC2(CCN(C(=O)c3ccc(Cl)cc3)CC2)C1	19%[149 µM]
77	NNS(=O)(=O)c1ccc(Sc2ccccn2)c([N+](=O)[O-])c1	-14%
78	Cc1cc(C)c(C(=O)c2ccc(C(=O)N3CCCCC3)cc2)c(C)c1	3%
79	Cc1cccc(Cl)c1NC(=O)CN1C(=O)NC2(CCC(C(C)(C)C)CC2)C1=O (stereo not given)	21%
80	COc1ccc(-c2nc(C)nc3c2CCN([S+](=O)([O-])c2c(C)noc2C)CC3)cc1	-30%
81	COc1ncccc1CN1CC[C@@H]2OCC(=O)N(Cc3ccccc3)[C@H]2CC1	?
82	Cc1ccc([S+](=O)([O-])N2CCC(N3CCCNC3=O)CC2)cc1	7%
83	O=C1CO[C@H]2CN(Cc3ncc[nH]3)C[C@H]2N1Cc1ccccc1	?
84	CC1(c2ccccc2)N(Cc2ccccc2)C(=O)OC12CCN(Cc1cccnc1)CC2 (stereo not given)	9%[86.2 µM]
85	COCCNC(=O)CCCN1C(=O)COc2ccc(C(=O)COc3ccc(C)cc3OC)cc21	-21%
86	O=C(NC1CCCC1)c1cc2n(n1)CC(c1ccc3c(c1)OCO3)OC2 (stereo not given)	?
87	COc1ccc(S(=O)(=O)Nc2ccc3c(c2)CCCN3S(=O)(=O)c2ccc(C)cc2)cc1F	-15%
88	O=S(=O)(NCCc1coc(-c2ccc(F)cc2)n1)c1ccccc1	3%
89	CCOC(=O)CC1COCCN1C(=O)c1cn(Cc2ccc(F)cc2Cl)nn1 (stereo not given)	45%[activator]
90	COc1cc(NC(=O)C2CCCN(S(=O)(=O)c3cn(C)cn3)C2)cc(OC)c1 (stereo not given)	-15%
91	COc1ccc(NC(=O)C(c2ccccc2)N2Cc3ccccc3C2=O)cc1 (stereo not given)	-17%
92	CCN(Cc1ccc(C(=O)Nc2cccc(C(=O)NC3CC3)c2)cc1)C(C)C	4%
93	CCc1nc(CNCc2cccc(NC(=O)c3cccc(F)c3)c2)cs1	-14%
94	COCCN1C(=O)NC(c2ccccc2OC)C2=C1COC2=O (stereo not given)	5%
95	Cn1c(=O)c2c(nc(Br)n2C)n(C)c1=O	-13%
96	CC(C)C[C@@H](NC(=O)[C@@]1(O)C[C@@H](O)[C@H](O)[C@@H](NC(=O)Nc2ccc(OC(F)(F)F)cc2)C1)C(N)=O	-11%
97	CN(CC(=O)Nc1ccccc1Br)C(=O)CCn1c(=O)oc2ccccc21	-19%
98	CCc1noc(-c2cn(C3CCN(C(=O)c4cccc(NC(C)=O)c4)CC3)nn2)n1	27%
99	Cc1nc(-c2ccccc2)[nH]c(=O)c1Oc1ccc(Cl)cc1Cl	-4%
100	O=c1n(-c2cccc(Cl)c2)nc2n1CCN(Cc1ccc(F)cc1)C2	?
101	CCNC(=O)c1cccnc1OC1CCN(C(=O)C2CCOCC2)C1 (stereo not given)	11%
102	Cc1cccc(C)c1NC(=O)CCSc1nc(-c2ccc3c(c2)OCO3)cc(C(F)(F)F)n1	-69%
103	COc1ccc([C@@H]2CN(c3nnnn3-c3ccccc3)C[C@H]2NC(C)=O)cc1	-17%
104	COc1ccc(S(=O)(=O)NCC(c2ccc(N(C)C)cc2)N2CCc3ccccc32)cc1F (stereo not given)	?
105	C=C(C)[C@@H]1CCC2(C(=O)OC)CC[C@]3(C)C(CCC4[C@@]5(C)C/C(=C\c6cccc(OC)c6OC)C(=O)C(C)(C)C5CC[C@]43C)C12 (stereo not given in full)	14%
106	CC(C)NC(=O)C(C)Sc1nc(C(F)(F)F)nc2ccccc12 (stereo not given)	6%
107	O=C(NC1CC1)C1CCc2nnc(C3CC3)n21 (stereo not given)	-5%[149 µM]
108	O=C1CC(c2ccccc2)N(C(=O)C2CC2)CCCN(C(=O)Cc2c[nH]c3ccccc23)CCN1 (stereo not given)	-29%
109	CCn1c(SCc2ccccc2F)nc2cc(S(N)(=O)=O)ccc21	12%
110	Cc1cc(C)cc(NCc2ccccc2CO)c1	-25%
111	Cc1nn2c(N3CCN(CCO)CC3)c3c(nc2c1-c1ccccc1)CCCC3	24%
112	COCCCNC(=O)Cn1c(=O)n(-c2cccc(C)c2)c(=O)c2c3c(sc21)CN(C(C)=O)CC3	?
113	Nn1c(SCc2cccc(S(=O)(=O)N3CCOCC3)c2)nnc1-c1cccc(Cl)c1	0%
